Source: PubChem BioAssay (several laboratories)
MC4R antagonist: blocks human MC4R cAMP signaling; P32245; MC4R-expressing cells, MTII-stimulated cAMP, LANCE TR-FRET; inhibition, % at 6.5 µM; 360,000 compounds, 0.48% hits; AID 540295;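 active means inhibition above its plate's cutoff, the mean of tested wells on that plate plus 3 SD, cut at about 29% in these data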;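 further: 0% = Melanotan II alone and 100% = Melanotan II plus saturating MCL0020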
Target sequence (P32245 whole entry, looked up): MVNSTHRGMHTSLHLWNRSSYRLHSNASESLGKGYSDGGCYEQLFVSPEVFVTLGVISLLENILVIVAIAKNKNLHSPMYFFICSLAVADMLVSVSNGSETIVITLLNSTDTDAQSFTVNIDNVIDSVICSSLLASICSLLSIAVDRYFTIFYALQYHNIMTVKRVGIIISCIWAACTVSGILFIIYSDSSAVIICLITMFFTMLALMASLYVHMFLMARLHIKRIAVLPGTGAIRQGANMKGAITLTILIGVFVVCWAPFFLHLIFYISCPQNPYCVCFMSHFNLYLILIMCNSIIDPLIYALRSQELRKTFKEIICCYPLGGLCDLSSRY
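system = U2OS cells with stable human MC4R expression | also added = Melanotan II challenge after compound preincubation | dosing = one concentration, 6.5 µM nominal | incubation = compound 30 min, challenge 1 h, detection 1 h | measured by = TR-FRET with Eu-cAMP and labeled anti-cAMP, 671 nm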
MC4R barr agon: agonists of human melanocortin 4 receptor (MC4R) beta-arrestin; activation, % at 8.9 µM; P32245; AID 540308; 360,000 compounds, 0.98% hits; U2OS MC4R beta-arrestin complementation, luminescence; percent of melanotan II response, DMSO zero;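 active means activation above a per-plate cutoff, the mean activation of sample wells on that plate plus 3 SD, cut at about 8% in these data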
N-glyco inh: blocks N-linked glycosylation in D54 reporter cells; D54 ERlucT glycosylation luciferase reporter, 24 h; percent of 100 nM tunicamycin response; reporter increase, % at 12.5 µM; 360,000 compounds, 0.23% hits; AID 588692;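 active means mean luciferase reporter signal, scaled so untreated is 0 and the glycosylation-blocking control 100, at or above a set limit in every replicate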;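 further: luciferase carries N-glycosylation sites so blocking glycosylation raises the light; 0% = median of neutral control wells and 100% = median of 100 nM tunicamycin wells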
ABHD5 PLIN5 PPI: ABHD5-PLIN5 protein interaction inhibition; Q00G26+Q8WTS1; Split G. princeps luciferase complementation, luminescence, 4 h; inhibition, % at 4 µM; 360,000 compounds, 0.78% hits;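 active means inhibition above the mean inhibition across every tested compound plus 3 SD, cut at about 22% in these data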;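 further: 0% = DMSO only wells and the 100% control is not disclosed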
ABCB6 inh MLPCN: inhibitors of human ABC transporter ABCB6. K562-ABCB6 porphyrin accumulation, flow cytometry, 1 h; stronger effect = lower value. fluorescence ratio to DMSO, % at 10 µM. 360,000 compounds, 0.19% hits;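 active means fluorescence ratio to DMSO below 75%, the collection mean minus 3 SD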;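 further: signal is porphyrin accumulated inside mitochondria; 100% equals median channel fluorescence of DMSO control wells; lower ratio means ABCB6 inhibition with less porphyrin fluorescence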
aDG glyco act: increases alpha dystroglycan glycosylation; Pro5-aDG cells, alpha-DG glycosylation AlphaScreen (IIH6); 0% Pro5, 100% B10-LARGE cell signal; activation, % at 10 µM; 360,000 compounds, 0.22% hits;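 active means activation of at least 8% versus controls, or a plate z-score of at least 8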;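 further: Pro5 are CHO cells carrying HIG-tagged alpha-DG that lacks glycosylation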
Granule exo inh: lytic granule exocytosis inhibition; 360,000 compounds, 0.66% hits; TALL-104 LAMP-1 surface exposure, flow cytometry; cells stimulated with thapsigargin and PMA; inhibition, % at 10 µM;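 active means inhibition above about 55%, limit read from the data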
Vif imaging: blocks HIV Vif function | HEK293T cells, Vif self-association by quenched fluorescence, imaging, 24 h | inhibition, % at 7.49 µM | 340,000 compounds, 0.35% hits | AID 602346; in the data active means inhibition above about 50%, passing the limit was not always enough; further: some results filed as inactive read as strong as hits
NOD2-RIPK2 inh: inhibitors of human NOD2-RIPK2 interaction. O43353. CHO BLA complementation NOD2-RIPK2, CCF4 ratio. inhibition, % at 4.98 µM. 360,000 compounds, 0.38% hits. AID 624267; in the data active means inhibition above about 21%;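 further: 0% = vehicle only and 100% = reference blocker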
Target sequence (O43353 whole entry, looked up): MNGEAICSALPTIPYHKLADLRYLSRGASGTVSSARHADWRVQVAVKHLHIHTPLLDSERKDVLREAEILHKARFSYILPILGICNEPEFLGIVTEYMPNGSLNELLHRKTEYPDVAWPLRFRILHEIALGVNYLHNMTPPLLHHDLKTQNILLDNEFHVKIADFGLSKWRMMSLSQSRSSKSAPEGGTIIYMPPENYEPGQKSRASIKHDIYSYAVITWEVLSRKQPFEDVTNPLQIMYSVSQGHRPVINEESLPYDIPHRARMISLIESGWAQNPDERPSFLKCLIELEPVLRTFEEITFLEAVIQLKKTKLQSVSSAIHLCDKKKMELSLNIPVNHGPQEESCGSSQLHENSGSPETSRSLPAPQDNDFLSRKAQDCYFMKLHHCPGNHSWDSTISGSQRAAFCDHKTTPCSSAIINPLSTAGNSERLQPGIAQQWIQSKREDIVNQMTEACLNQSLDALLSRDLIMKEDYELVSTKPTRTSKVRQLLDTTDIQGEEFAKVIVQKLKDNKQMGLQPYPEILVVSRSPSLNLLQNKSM
TLR9-MyD88 block: TLR9-MyD88 interaction inhibition; CHO BLA complementation TLR9-MyD88, CCF4 FRET ratio; Q9NR96+Q99836; 340,000 compounds, 0.21% hits; inhibition, % at 4.98 µM;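 active means inhibition above the mean over all tested compounds plus 3 SD, cut at about 21% in these data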;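 further: 0% = DMSO only wells and 100% = clavulanate BLA inhibitor control wells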
Active calls of the source: *; · = not tested or not shown. An excerpt; rates above refer to the full screens.

SMILES	MC4R antagonist	MC4R barr agon	N-glyco inh	ABHD5 PLIN5 PPI	ABCB6 inh MLPCN	aDG glyco act	Granule exo inh	Vif imaging	NOD2-RIPK2 inh	TLR9-MyD88 block
COC(=O)CCc1sc(Nc2ccccc2)nc1-c1ccc(OC)cc1	13	-0.3	1	-5	96	0.1	-4	-1	-21	-10
Cc1ccc(-c2ccc(S(=O)(=O)N3CCCC3)cc2)cc1	7	-2.6	-1	0	100	0.4	17	9	0	6
COc1ccccc1-n1c(SCC(=O)N(C)C)nnc1-c1ccco1	8	-1.1	2	0	97	-0.1	-2	-8	-2	2
COc1cccc(OC)c1NC(=O)C1CCCN1C(=O)NCc1ccccc1 (stereo not given)	0	-0.8	1	-3	86	-0.3	0	15	-9	-9
COCC(=O)Nc1cc(C(=O)Nc2cccc(C)c2C)ccc1Cl	-1	-0.7	-2	2	98	0.1	-1	8	-7	-4
COc1ccc(N2C(=O)CCC2(C#N)c2ccc(Br)cc2)cc1 (stereo not given)	0	-0.8	-2	-1	91	0.2	-1	-1	3	-4
O=C(NCc1ccccn1)c1ccc(Cl)c(NC2=NC3CS(=O)(=O)CC3S2)c1 (stereo not given)	3	-3.6	1	8	95	-0.1	-1	21	-5	-12
CC(=O)n1cc(/C=N/NC(=O)c2ccccc2O)c2ccccc21	5	-1.1	1	-2	98	0.1	-7	-20	7	10
COc1ccc(C(=O)Nc2nnc(SCC(=O)NC3CC3)s2)cc1	0	-0.7	-12	-1	98	-0.2	6	·	3	6
Cc1cc(C)nc(N(C#N)CN2C(=O)c3ccccc3S2(=O)=O)n1	21	-1.7	1	10	192	-0.2	-5	·	-3	5
O=C(CN1CCOCC1)Nc1ccc(OCc2ccccc2)cc1	1	1.2	-2	0	91	-0.1	3	-23	-6	2
CCOC(=O)C1C(c2cccc(F)c2)NC(=S)NC1(O)C(F)(F)F (stereo not given)	0	-3.3	-1	-6	98	-0.2	-6	5	-5	-5
O=C(O)c1ccc(S(=O)(=O)c2ccc3c(c2)C(=O)N(Cc2ccco2)C3=O)cc1	-2	-0.7	2	5	101	-0.1	1	11	-12	3
O=C(COC(=O)Cc1c(Cl)cccc1Cl)NCc1ccccc1	5	-0.6	-2	-3	102	0.1	-3	·	-8	-14
Cc1cc(C)c2sc(NNC(=O)c3ccc(S(=O)(=O)N4CCc5ccccc5C4)cc3)nc2c1	5	-1.0	-12	30*	100	0.2	0	-8	3	6
CCCN(c1nc(C)cc(OC)n1)S(=O)(=O)c1ccccc1	1	-0.2	-1	-3	94	0.0	-2	11	-10	-8
CC1CN(CCOc2ccc(Cl)cc2Cl)CC(C)O1 (stereo not given)	9	-0.7	2	5	98	0.7	-3	-12	-10	-6
O=S(=O)(Nc1ncccn1)c1ccccc1	-3	-1.1	2	2	96	-0.1	5	3	-6	6
COCc1cc(C)nc2sc(C(=O)OC(C)C)c(N)c12	-10	-0.3	2	2	106	0.2	-13	-8	0	17
COc1ccc(-c2nc(CS(=O)(=O)CC(=O)NCc3cccc(F)c3)c(C)o2)cc1	0	0.6	0	-3	96	0.6	0	·	12	-1

10 structures already listed, ordered by number of heavy atoms, ascending.
SMILES	MC4R antagonist	MC4R barr agon	N-glyco inh	ABHD5 PLIN5 PPI	ABCB6 inh MLPCN	aDG glyco act	Granule exo inh	Vif imaging	NOD2-RIPK2 inh	TLR9-MyD88 block
O=S(=O)(Nc1ncccn1)c1ccccc1	-3	-1.1	2	2	96	-0.1	5	3	-6	6
CC1CN(CCOc2ccc(Cl)cc2Cl)CC(C)O1 (stereo not given)	9	-0.7	2	5	98	0.7	-3	-12	-10	-6
COCc1cc(C)nc2sc(C(=O)OC(C)C)c(N)c12	-10	-0.3	2	2	106	0.2	-13	-8	0	17
CCCN(c1nc(C)cc(OC)n1)S(=O)(=O)c1ccccc1	1	-0.2	-1	-3	94	0.0	-2	11	-10	-8
COc1ccc(N2C(=O)CCC2(C#N)c2ccc(Br)cc2)cc1 (stereo not given)	0	-0.8	-2	-1	91	0.2	-1	-1	3	-4
CCOC(=O)C1C(c2cccc(F)c2)NC(=S)NC1(O)C(F)(F)F (stereo not given)	0	-3.3	-1	-6	98	-0.2	-6	5	-5	-5
O=C(NCc1ccccn1)c1ccc(Cl)c(NC2=NC3CS(=O)(=O)CC3S2)c1 (stereo not given)	3	-3.6	1	8	95	-0.1	-1	21	-5	-12
O=C(O)c1ccc(S(=O)(=O)c2ccc3c(c2)C(=O)N(Cc2ccco2)C3=O)cc1	-2	-0.7	2	5	101	-0.1	1	11	-12	3
COc1ccc(-c2nc(CS(=O)(=O)CC(=O)NCc3cccc(F)c3)c(C)o2)cc1	0	0.6	0	-3	96	0.6	0	·	12	-1
Cc1cc(C)c2sc(NNC(=O)c3ccc(S(=O)(=O)N4CCc5ccccc5C4)cc3)nc2c1	5	-1.0	-12	30*	100	0.2	0	-8	3	6

Further entries.
SMILES	MC4R antagonist	MC4R barr agon	N-glyco inh	ABHD5 PLIN5 PPI	ABCB6 inh MLPCN	aDG glyco act	Granule exo inh	Vif imaging	NOD2-RIPK2 inh	TLR9-MyD88 block
COCCNC(=S)N1CCc2cc(OC)c(OC)cc2C1COc1cc(C)cc(C)c1 (stereo not given)	29*	0.5	-3	-1	99	-0.1	-1	-1	3	-6
O=C1C(Cl)=C(N2CCOCC2)C(=O)N1c1ccccc1Cl	3	-0.2	2	30*	103	0.1	0	16	1	6
CN1C(=O)Cc2cc(S(=O)(=O)Nc3ccc(Cl)cc3)ccc21	9	-1.8	2	2	97	-0.1	0	-12	-4	-5
COCCNC(=O)Cn1nc(-c2ccccc2OC)ccc1=O	0	-1.0	-2	5	103	-0.2	2	-2	0	7
CC(=O)Nc1ccc(OCC(=O)NCCc2ccc(Cl)cc2)cc1	0	1.2	1	-5	99	-0.1	3	4	-4	6
COc1cc(-c2coc3c(C(=O)NCc4ccncc4)cccc23)ccc1O	11	-0.9	3	-4	96	0.9	0	-24	2	·
CCN1CCN(S(=O)(=O)c2ccc(Cl)c(C(=O)Nc3nnc(CC(C)C)s3)c2)CC1	3	0.1	-2	5	100	0.0	-7	5	-3	-1
Cc1c(C(=O)N(Cc2ccccc2)C2CCS(=O)(=O)C2)oc2ccccc12 (stereo not given)	7	0.3	2	-1	102	1.0	-10	5	1	8
CCCNc1c(NC(=O)c2ccc3c(c2)OCO3)c(=O)oc2ccccc12	6	-1.4	1	-1	98	0.3	23	-9	3	-10
O=C(Nc1nc(-c2ccc(Cl)s2)cs1)c1cccs1	1	-1.6	3	-3	104	0.6	4	-17	16	5
Cc1ccc(CN2CCSc3ccc(C(=O)NCCCN4CCN(C)CC4)cc32)cc1	5	-2.6	-2	10	98	0.3	23	6	-5	-20
COc1ccc(NC(=O)C2CCCN2C(=O)NC2CCCCC2)c(OC)c1 (stereo not given)	14	-2.1	1	6	95	-0.1	-14	5	5	1
CNC(=O)/C(C#N)=C/c1ccc(-c2ccccc2[N+](=O)[O-])o1	-17	-2.3	7	-13	101	-0.2	3	-5	0	-5
CS(=O)(=O)N(CC(=O)N1CCCCC1)Cc1ccc(Cl)cc1	4	-2.6	2	1	90	0.0	-6	-13	6	-5
CCn1cnc2c1c(=O)n(CC(=O)OC)c(=O)n2Cc1ccccc1	-1	-1.1	5	0	84	-0.1	11	-9	-3	3
CN(/N=C/c1cccnc1)c1cnc2ccccc2n1	-8	-1.1	-5	3	93	0.0	-1	-5	2	4
Cc1c(C(=O)N2CCC(C)CC2)sc2ncnc(N(C)c3ccccc3)c12	0	-0.6	-5	0	95	0.4	-4	-12	-6	-3
CC(C)CNC(=O)CN1C(=O)NC2(CCCc3ccccc32)C1=O (stereo not given)	22	1.0	3	-8	96	0.0	7	8	-2	0
CCOC(=O)/C(=N\Nc1ccc(Cl)cc1)Sc1nnc(-c2ccc(OC)cc2)n1C	9	-1.6	3	-8	105	0.2	0	-14	-2	-8
Cc1ccc(C2=NS(=O)(=O)N(C)C(C(=O)NCc3ccc4c(c3)OCO4)=C2)cc1	14	1.5	-1	0	98	0.6	6	-7	-15	-1

2 entries from above, as comma-separated lines.
molecule,MC4R antagonist,MC4R barr agon,N-glyco inh,ABHD5 PLIN5 PPI,ABCB6 inh MLPCN,aDG glyco act,Granule exo inh,Vif imaging,NOD2-RIPK2 inh,TLR9-MyD88 block
COc1ccc(NC(=O)C2CCCN2C(=O)NC2CCCCC2)c(OC)c1 (stereo not given),14,-2.1,1,6,95,-0.1,-14,5,5,1
CNC(=O)/C(C#N)=C/c1ccc(-c2ccccc2[N+](=O)[O-])o1,-17,-2.3,7,-13,101,-0.2,3,-5,0,-5

(more compounds)
SMILES	MC4R antagonist	MC4R barr agon	N-glyco inh	ABHD5 PLIN5 PPI	ABCB6 inh MLPCN	aDG glyco act	Granule exo inh	Vif imaging	NOD2-RIPK2 inh	TLR9-MyD88 block
COc1cc2c(cc1OC)C(c1ccccc1N)=NCC2	3	-0.6	0	0	96	-0.1	-4	-11	-5	·
COCCNC(=O)C(c1cccc(OC)c1)N(Cc1cccs1)C(=O)Cn1nnc2ccccc21 (stereo not given)	3	-0.9	-1	2	94	0.3	1	-2	-8	0
O=C(COC(=O)c1cncc(Br)c1)NCc1ccc(F)cc1	0	-1.6	1	-5	99	-0.1	-2	-1	2	-1
Cc1ccc(CN(C)C(=O)C2CCCN2C(=O)c2cccs2)o1 (stereo not given)	4	-0.8	0	3	99	0.1	-5	-10	-5	10
CC(C)OCCCNc1ncnc2c1[nH]c1ccc(F)cc12	21	-1.5	2	-1	87	2.9	-4	65*	-1	-4
O=C(Nc1ccn(Cc2ccccc2F)n1)c1ccc(COc2cccc(Br)c2)cc1	8	-2.5	-5	3	93	1.4	-5	0	1	3
CC(C)Oc1ccc(S(=O)(=O)N2CCCCC2)cc1NC(=O)C1CSC2(C)CCC(=O)N12 (stereo not given)	-3	-3.0	-2	-7	85	0.2	-1	11	2	-6
CCOc1ccc(OCc2ccc(C(=O)N(CC)CC)cc2)cc1	1	0.1	-4	-11	93	1.1	2	-7	-4	4
CC(C)n1c(=S)[nH]c2cc(C(F)(F)F)ccc21	10	-0.3	2	-2	102	0.2	3	-4	-2	-8
CCOC(=O)N1CCC2(CC1)C(C#N)=C(N)Oc1c2c(C)nn1-c1cccc(Cl)c1	0	-0.8	1	1	101	0.1	-2	-2	-6	-10
CCS(=O)(=O)c1ccc2oc(SCC(=O)Nc3ccc(OC)cc3OC)nc2c1	15	-0.8	1	-2	94	-0.3	-3	-4	-3	-11
COc1ccccc1CN1CCN(C(=O)c2ccncc2)CC1	3	-1.0	1	3	107	0.3	-1	-8	2	-13
O=S(=O)(Nc1nc(CN2CCOCC2)nc2sc3c(c12)CCCC3)c1cc(F)ccc1F	13	-1.6	1	-6	99	4.0	3	4	-7	-1
CCOC(=O)c1c(C)[nH]c(N=Nc2cccc(C)c2)c1C	8	-0.2	-5	-3	104	-0.4	8	-12	-2	-2
O=C(Nc1cccc(F)c1)N1CCc2nc(NCc3cccc(Oc4ccccc4)c3)ncc2C1	-18	0.5	7	-5	97	0.6	10	-29	3	·
Cc1ccc(NC(=S)NC(NC(=O)N(C)C)C(Cl)(Cl)Cl)cc1 (stereo not given)	3	-1.2	3	-3	105	0.2	-1	-5	-4	5
O=C(O)/C(=C\c1ccccc1OC(F)F)c1ccc(-c2ccccc2)cc1	-4	0.3	3	-6	110	-0.1	6	-3	-2	4
